# ROMK primary = modulates human ROMK potassium channel activity; Tet-inducible ROMK, thallium flux fluorescence; actives lie on both sides; B-score at 10 µM; hit rate 2% among 130,000; AID 1918;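 active = signal ratio slope over the read window, or its plate-corrected B-score, at least 3 SD from the plate mean, either direction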;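 note: B-score of the F/F0 ratio slope over 7 to 12 s after thallium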
# Target sequence (P48048 whole entry, looked up): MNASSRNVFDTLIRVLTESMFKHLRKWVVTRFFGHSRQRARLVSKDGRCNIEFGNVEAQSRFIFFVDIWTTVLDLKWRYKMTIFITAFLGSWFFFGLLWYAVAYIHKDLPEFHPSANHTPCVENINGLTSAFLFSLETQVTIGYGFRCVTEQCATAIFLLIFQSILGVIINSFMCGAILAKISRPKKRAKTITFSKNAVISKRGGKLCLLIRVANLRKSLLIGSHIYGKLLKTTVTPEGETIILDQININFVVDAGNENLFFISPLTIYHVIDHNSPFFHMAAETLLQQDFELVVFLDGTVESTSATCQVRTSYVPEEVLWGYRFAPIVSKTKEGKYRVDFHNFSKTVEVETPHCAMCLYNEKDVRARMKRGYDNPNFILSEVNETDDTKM
# bIAP activator = increases bovine intestinal alkaline phosphatase activity. activation factor at 20 µM. hit rate 0.17% among 200,000. AID 1016. purified bovine IAP, CDP-star luminescence, 30 min; stronger effect = higher value; fold of DMSO-control signal, blank-subtracted;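 active = activation factor of 2 or more at 20 µM, a signal rise over negative controls twice the positive control's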
# TR-FRET SRC-2 ct = flags TR-FRET format artefacts in PPARgamma SRC-2 recruitment agonist screen. TR-FRET ratio at 8 µM. TR-FRET artefact counter-screen; stronger effect = higher value. AID 1049. hit rate 0.4% among 200,000; in the data active = TR-FRET ratio above about 2000; note: inactives centre near 1500
# PPARg SRC3 recr = promotes SRC-3 coactivator recruitment by human PPARgamma; P37231; hit rate 0.26% among 200,000; AID 731; activation, % at 8 µM; biochemical PPARgamma/SRC-3 coactivator recruitment assay; in the data active = activation above about 23%;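 note: 0% = DMSO and 100% = reference agonist; some compounds past the cut are filed as inactive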
# STAT3 inh = reduces IL-6 driven STAT3 reporter signal. U3A cells, IL-6 STAT3-luciferase reporter, luminescence; host cell line lacks STAT1. inhibition, % at 5.5 µM. hit rate 0.89% among 190,000. AID 862;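 active = inhibition above the mean inhibition across all screened compounds plus 3 SD, cut at about 44% in these data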;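 note: 0% = DMSO only wells and 100% = 100 µM nifuroxazide control wells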
# STAT3 act = STAT3 signaling activation; U3A cells, IL-6 STAT3-luciferase reporter, luminescence; 100% = signal with IL-6 EC80 alone; activation (% of control), % at 5.6 µM; hit rate 0.91% among 190,000; AID 871;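 active = activation above the screen-wide mean of compound activation plus 3 SD, cut at about 130% in these data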;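 note: 0% = background luminescence of wells with medium and substrate only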
#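 Material: human STAT1-deficient U3A cells with stable STAT3-luciferase reporter / Probe or stimulus: IL-6 stimulus at 33 ng/mL final / Schedule: 1 h compound pre-exposure, 6 h IL-6 stimulation, 37 °C / Technique: luminescence / Read-out basis: percent of IL-6-only median luminescence / Control set: IL-6-only high control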
# PPARg SRC-2 ag = agonists of SRC-2 recruitment by human PPARgamma | PPARgamma LBD-SRC-2 recruitment, biochemical | P37231 | activation, % at 8 µM | hit rate 0.34% among 200,000; in the data active = activation above about 22%;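 note: 0% = vehicle and 100% = reference agonist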
# STAT1 inh = STAT1 signaling inhibition; NIH 3T3 STAT1-luciferase reporter, IFN-gamma, luminescence; inhibition, % at 5.5 µM; hit rate 0.35% among 200,000; AID 920;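 active = inhibition above a set limit, the mean inhibition across all tested compounds plus 3 SD, cut at about 34% in these data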;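 note: 0% = IFN-gamma with DMSO and 100% = IFN-gamma with 300 µM nifuroxazide; values of inactives mirror those of a sister screen read the other way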
# PPARg SRC-1 ag = PPARgamma-driven SRC-1 recruitment agonism. activation, % at 8 µM. PPARgamma-SRC-1 coactivator recruitment biochemical assay. P37231. hit rate 0.41% among 200,000. AID 631; in the data active = activation above about 19%;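 note: 0% = DMSO and 100% = reference agonist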
# bIAP inhibitor = blocks bovine intestinal alkaline phosphatase activity | purified bovine IAP, CDP-star luminescence, 30 min | inhibition, % at 20 µM | 190,000 tested, under 10 active;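 active = over 50% inhibition of intestinal alkaline phosphatase at 20 µM in the single-dose screen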
#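 Assay system – bovine IAP enzyme · Quantity – bovine IAP at 1/65,000,000 final dilution · Detection – CDP-star luminescence signal · Times – 30 min reaction at room temperature · Also added – CDP-star substrate at 30 µM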
# TNAP act hiacc = increases human TNAP activity under high phosphate acceptor concentration; purified TNAP, CDP-star luminescence, 1 M DEA, 30 min; stronger effect = higher value; 0 = EDTA background, 1 = DMSO-only activity; P05186; 200,000 tested, under 10 active; activation factor at 20 µM;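 active = activation factor at least 2 at 20 µM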
# Target sequence (P05186 whole entry, looked up): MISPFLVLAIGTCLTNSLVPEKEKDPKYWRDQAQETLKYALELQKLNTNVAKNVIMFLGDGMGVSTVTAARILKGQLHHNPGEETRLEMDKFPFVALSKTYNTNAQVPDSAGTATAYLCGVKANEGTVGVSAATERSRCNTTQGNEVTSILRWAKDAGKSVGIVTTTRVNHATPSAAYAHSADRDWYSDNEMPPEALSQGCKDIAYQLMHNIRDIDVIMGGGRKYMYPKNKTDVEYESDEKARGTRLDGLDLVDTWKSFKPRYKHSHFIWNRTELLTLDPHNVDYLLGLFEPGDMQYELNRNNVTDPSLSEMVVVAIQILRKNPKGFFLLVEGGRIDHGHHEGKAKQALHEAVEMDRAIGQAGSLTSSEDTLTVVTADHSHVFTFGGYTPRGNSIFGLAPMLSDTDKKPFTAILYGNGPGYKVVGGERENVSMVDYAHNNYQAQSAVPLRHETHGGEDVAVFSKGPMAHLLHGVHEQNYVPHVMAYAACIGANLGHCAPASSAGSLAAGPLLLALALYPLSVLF
#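 Test system – human TNAP · Doses – 20 µM single point · Incubation – 30 min, room temperature · Signal – luminescent substrate turnover signal · Read-out basis – activation factor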
# An asterisk follows results filed as active; . = no result given. Compounds as they come; overall some 3.7% were active at least once.
SMILES,ROMK primary,bIAP activator,TR-FRET SRC-2 ct,PPARg SRC3 recr,STAT3 inh,STAT3 act,PPARg SRC-2 ag,STAT1 inh,PPARg SRC-1 ag,bIAP inhibitor,TNAP act hiacc
O=C(O)c1ccc(N/N=C/c2ccc3c(c2)OCO3)cc1,-0.021,1.1,1575,4,80*,34,8,93*,5,-6,0.9
O=C(/C=C/c1ccc(S(=O)(=O)NCc2ccco2)cc1)N1CCN(c2ccccc2)CC1,-0.26,1.2,1582,3,14,91,6,10,3,-17,1.1
O=C(NC(NC(=S)Nc1ccccc1)C(Cl)(Cl)Cl)c1cccc(Cl)c1 (centres undefined),0.84,1,1420,-8,-5,111,2,7,-6,1,1
O=C(OCn1ncc(Cl)c(Cl)c1=O)c1ccccc1Cl,.,0.9,1430,0,32,81,3,-5,11,7,1
CCCC(=O)Nc1nn(CCC)c2nc3ccccc3cc12,-0.32,1,1808,16,-6,108,6,9,12,2,1
C=CCOc1cccc(C2C(C(=O)c3ccc(C)o3)=C(O)C(=O)N2CCN(C)C)c1 (centres undefined),-0.096,0.9,1714,6,4,101,11,0,7,7,1.1
Cc1nc(SCC(=O)Nc2ccc(F)cc2)c2oc3ccccc3c2n1,.,0.8,1446,4,18,90,2,-6,30*,24,1
CN(C)C(=O)COC(=O)/C=C/c1cn(-c2ccccc2)nc1-c1cccs1,-0.85,1.1,1545,-1,26,82,3,-11,-3,-13,1
Cn1c(=O)c2c(nc(NCc3ccco3)n2CCc2ccccc2)n(C)c1=O,-0.14,0.9,1547,-1,11,96,13,27,-3,8,1
CC(C)CNC(=O)Cn1nc(C(F)(F)F)c2c1CCCC2,0.015,0.9,1512,1,11,96,0,7,2,7,1
CC1=CC(C)(C)Nc2cc(C)c(C)cc21,.,1,1583,-6,6,99,-2,-4,3,4,1
COCc1cc(C)nc(SCC(=O)Oc2ccc(Cl)cc2)c1C#N,0.18,1,1828,12,12,96,10,-10,6,-4,1.1
COc1cccc(NC(=O)CNC(=O)c2ccc(C)cc2)c1,-0.13,1.1,1657,0,4,98,6,9,10,-10,1
COCCCNc1nc2nonc2nc1N1CCN(C2CCCC2)CC1,-0.3,0.9,1383,3,-3,107,2,-12,-4,9,1.1
Clc1ccc(Cc2nn3c(-c4ccncc4)nnc3s2)cc1,-0.058,.,1341,0,9,95,1,7,1,.,.
CCn1c(=O)n(CC)c2cc(S(=O)(=O)N3CCOCC3)ccc21,0.069,0.8,1582,8,9,96,8,0,-1,16,1.1
CCCCNCc1cc(OCC)c(OCC(N)=O)cc1Br,1.4,0.9,1652,0,15,92,3,-3,3,8,1.1
COc1ccc(C(=O)c2cnc(/N=C/N(C)C)s2)cc1,.,0.9,1693,-1,-6,110,-9,-9,-6,10,1
CC(C(=O)OCc1nnc(-c2ccccc2)o1)N1C(=O)c2ccccc2C1=O (centres undefined),.,1,1461,-2,4,100,-1,-8,-1,3,1
CCN(CC)c1ccc(C(=O)OCc2c(C)noc2C)cc1,-0.049,0.9,1634,-1,1,106,5,5,-4,10,1.1

# Look-ups from the results shown:
# `CCCCNCc1cc(OCC)c(OCC(N)=O)cc1Br` | ROMK primary = 1.4
# `CC(C(=O)OCc1nnc(-c2ccccc2)o1)N1C(=O)c2ccccc2C1=O` (centres undefined) | STAT3 act = 100

# Other entries
SMILES,ROMK primary,bIAP activator,TR-FRET SRC-2 ct,PPARg SRC3 recr,STAT3 inh,STAT3 act,PPARg SRC-2 ag,STAT1 inh,PPARg SRC-1 ag,bIAP inhibitor,TNAP act hiacc
COC(=O)c1ccc(NC2c3ncccc3C(=O)N2Cc2cccs2)cc1 (centres undefined),.,1,1570,-1,2,100,1,7,6,4,1
CCOc1ccccc1-n1c(COc2ccc(C)cc2)nnc1SCC(N)=O,.,1,1665,3,13,97,12,4,10,-1,1
COc1ccc(NC2=NCCC2)cc1,.,1,1735,-6,17,95,1,4,3,2,1
Cn1nnnc1SCC(=O)c1c(N)n(C)c(=O)n(C)c1=O,0.075,1,1595,-7,7,98,-6,-8,5,0,1.1
CCOC(=O)c1[nH]ncc1CN1CCCC(C(=O)c2ccc(OC)cc2C)C1 (centres undefined),-0.017,1.2,1424,-1,-7,110,-2,-8,7,-22,1.1
COc1cccc(CNc2ncn[nH]2)c1OCc1ccccc1F,-1.1,1.2,1477,-3,25,86,2,1,6,-22,1.1
COC(=O)Nc1nnc(Cc2ccc(OC)cc2)s1,1.3,0.9,1581,1,-5,106,8,4,2,8,1.1
O=C(Nc1cc2nn(-c3ccccc3)nc2cc1Cl)c1ccco1,.,0.9,1572,23,-43,145*,3,-36,14,6,1
OCc1n[nH]c(CO)n1,.,0.9,1684,3,16,92,11,2,10,8,1
O=C(CCCN1C(=O)c2cccc3cccc(c23)C1=O)N1CCN(c2ccccc2O)CC1,-0.88,1,1531,-1,10,90,0,-5,0,-2,1
Cc1cccc(N(CC(=O)NC2CCCC2)C(=O)c2cc3cc4cccc(C)c4nc3s2)c1C,.,1,1429,-11,3,100,8,-10,9,4,1
O=c1ccc2ccc(Oc3ccc([N+](=O)[O-])cc3[N+](=O)[O-])cc2o1,1.2,1.1,1480,-1,-10,113,-6,4,-8,-11,1
CC(=O)Nc1c(NC(C)C)c2ccccc2oc1=O,.,1,1670,6,4,101,9,-5,12,0,1
O=C(NCc1ccc(N2CCCC2=O)cc1)c1cn(CCc2ccccc2)nn1,-0.77,1,1643,-1,7,98,1,-3,6,1,1
O=C(OCC(=O)N1CCCCC1)c1ccccc1SCC(=O)N1CCCCC1,0.088,1,1641,-5,-6,112,1,1,-6,1,1
O=c1[nH]c(CSc2nnc(Cc3ccccc3)o2)nc2ccccc12,1,0.9,1570,-4,12,97,-7,-4,2,12,1
COc1ccc(/C(C)=N/N=C2/NC(=O)CC(C(=O)O)S2)cc1 (centres undefined),.,1.5,1565,-1,-6,105,-3,-11,-8,-47,1
CN(CCCNC(=O)CN1C(=O)CC(C)(C)S(=O)(=O)c2ccccc21)C1CCCCC1,-0.42,1.2,1631,4,4,103,11,1,-2,-15,1.1
COc1ccc(C2/C(=C(\O)c3cc(C)ccc3C)C(=O)C(=O)N2CCN(C)C)cc1OC (centres undefined),.,1.1,1672,6,3,99,4,-7,7,-9,1
C=CCn1c(SC)nnc1-c1cccc([N+](=O)[O-])c1,-0.077,1.2,1662,0,3,97,0,7,3,-16,1
Cn1ccnc1SCC(=O)Nc1ccc2nc(SCC(=O)NC3CC3)sc2c1,-0.047,0.9,1456,-1,-4,105,3,-18,8,5,1
CN1CCC(=NNC(=O)C(=O)NC2CCCC2)CC1,1.7,1,1562,10,-3,103,2,-3,4,4,1
Cc1nnc(SCC(=O)N(C)C2CCCCC2)s1,0.033,0.9,1555,7,1,101,15,-8,8,8,1.1
COc1ccc(N2CCN(C(=O)Cn3nnc(-c4cccs4)n3)CC2)cc1,0.056,0.8,1498,-2,-2,105,-1,-5,1,21,1.1
CC(C)(C)n1nnnc1C(c1ccc(F)cc1)N(Cc1ccc(F)cc1)Cc1ccco1 (centres undefined),.,0.8,1690,8,0,104,3,12,0,15,1
CC1CCC(C(C)C)C(OCC(O)C[N+]2(C)CCCCC2)C1 (centres undefined),0.21,1,1499,-1,2,102,-6,-4,0,4,1
Cc1[nH]c2ccccc2c1C(=O)CSc1n[nH]c(N)n1,-0.38,1.1,1534,0,7,95,2,-4,6,-7,1
CCC(=O)N1CCN(c2ccc(NC(=S)NC(=O)COc3ccccc3)cc2)CC1,-0.18,0.9,1618,1,26,81,9,13,9,12,1.1
COCCN(CC(=O)Nc1ccccc1)S(=O)(=O)c1ccc(S(=O)(=O)N2CCCC2)cc1,0.82,0.9,1424,-7,2,102,5,-2,3,14,1
O=C(O)CCc1c(C(=O)O)[nH]c2ccccc12,.,1,1533,-6,-6,107,3,-1,-2,3,1.1

# Profiles, looked up by structure.
# Results for C=CCn1c(SC)nnc1-c1cccc([N+](=O)[O-])c1 = ROMK primary = -0.077; bIAP activator = 1.2; TR-FRET SRC-2 ct = 1662; PPARg SRC3 recr = 0; STAT3 inh = 3; STAT3 act = 97; PPARg SRC-2 ag = 0; STAT1 inh = 7; PPARg SRC-1 ag = 3; bIAP inhibitor = -16; TNAP act hiacc = 1
# Results for COc1cccc(NC(=O)CNC(=O)c2ccc(C)cc2)c1 = ROMK primary = -0.13; bIAP activator = 1.1; TR-FRET SRC-2 ct = 1657; PPARg SRC3 recr = 0; STAT3 inh = 4; STAT3 act = 98; PPARg SRC-2 ag = 6; STAT1 inh = 9; PPARg SRC-1 ag = 10; bIAP inhibitor = -10; TNAP act hiacc = 1

# The list goes on.
SMILES,ROMK primary,bIAP activator,TR-FRET SRC-2 ct,PPARg SRC3 recr,STAT3 inh,STAT3 act,PPARg SRC-2 ag,STAT1 inh,PPARg SRC-1 ag,bIAP inhibitor,TNAP act hiacc
OCCNc1nc(Nc2ccccc2)nc2ccccc12,-2.9,1,1476,3,18,87,4,7,0,-2,1
Nc1nc(SCC(=O)NCCOCCO)nc2sc3c(c12)CCCC3,-0.26,1,1668,5,11,95,10,-3,4,-3,1
c1ccc(-c2nnnn2CCOCCn2nnnc2-c2ccccc2)cc1,.,0.9,1585,9,2,102,-1,-5,1,10,1
C#CCOCCOCCOCCNc1nc(N2CCN(C(=O)[C@H](Cc3ccc(O)cc3)n3cc([C@@H](N)C(C)CC)nn3)CC2)nc(N2CCN(C(=O)[C@H](CCCCN)n3cc([C@@H](N)CC(C)C)nn3)CC2)n1 (some centres undefined),.,1.3,1476,-2,.,.,-2,-3,-11,-29,1.1
COc1cccc(CN2CCN(Cc3cc(OC)c(OC)cc3[N+](=O)[O-])CC2)c1,-1.8,1,1442,5,6,100,2,2,6,-1,1.1
CCOC(=O)CSc1ccc(S(=O)(=O)N2CCCC2)cc1[N+](=O)[O-],-0.53,1.1,1675,4,-5,106,-10,-1,11,-7,1
CCN(CC)c1ccc(S(=O)(=O)Nc2cc(Cl)ccc2Cl)cc1NC(=S)NC(=O)C1CCCC1,0.76,0.9,1738,5,-12,108,2,5,5,8,1
O=c1c2ccccc2c(/C=N/c2nnc(Cc3ccccc3)s2)c(O)n1-c1ccc(Cl)cn1,-4.3*,1,1691,5,9,95,7,7,6,0,0.9
CC(C)c1ccc(COc2ccc(C(=O)N3CCOCC3)cc2)cc1,-0.56,1,1678,3,15,89,12,17,8,-1,1
CCOC(=O)C1=C(C)NC(=O)NC1c1ccc(OCCO)c(OC)c1 (centres undefined),0.58,1,1399,-14,5,98,-6,5,2,3,1
CCOC(=O)c1c(NC(=O)CCN2C(=O)c3cccc([N+](=O)[O-])c3C2=O)sc(C(=O)OC(C)C)c1C,1.1,1,1645,4,5,94,15,6,4,-1,1
Cc1nc(N2CCc3ccccc3C2)[nH]c(=O)c1CCC(C)C,0.21,0.9,1710,-8,-3,101,-2,-6,1,13,1.1
COCC(C)N=C1NN=C(c2c[nH]c3ccccc23)CS1 (centres undefined),-0.25,0.9,1439,3,-12,108,7,-8,-1,9,1.1
